Source: PubChem
Rpn11 block = blocks the human proteasome subunit Rpn11 | AID 588493 | O00487 | calls only at 20 µM | actives 0.59% (n = 360,000) | human 26S proteasome, Ub4-pepOG fluorescence polarization; 20S core pre-blocked with epoxomicin;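 active means inhibition at 20 µM, scaled to each plate's controls, above about 33%, limit read from the data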
CSN inh = CSN deneddylation inhibition | Purified CSN, SCF-Nedd8-OG deneddylation, fluorescence polarization | actives 0.38% (n = 360,000) | inhibition, % at 12.5 µM;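 active means pattern-corrected inhibition above about 35%, with an unprinted fluorescence ratio check between 0.5 and 1.5, limit read from the data, passing the limit was not always enough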;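 further: 0% = enzyme with substrate and 100% = substrate without enzyme; some results filed as inactive read as strong as hits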
Target sequence (Q92905 whole entry, looked up, one chain of several): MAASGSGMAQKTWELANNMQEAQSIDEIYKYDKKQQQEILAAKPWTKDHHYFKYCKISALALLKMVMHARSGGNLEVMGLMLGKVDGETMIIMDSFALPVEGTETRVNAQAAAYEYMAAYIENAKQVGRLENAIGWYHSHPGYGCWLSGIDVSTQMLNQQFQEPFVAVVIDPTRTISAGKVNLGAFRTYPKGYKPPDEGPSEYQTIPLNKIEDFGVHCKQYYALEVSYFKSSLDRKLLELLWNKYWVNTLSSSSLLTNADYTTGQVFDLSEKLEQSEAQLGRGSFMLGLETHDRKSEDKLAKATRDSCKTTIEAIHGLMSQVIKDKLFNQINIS
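Detection – fluorescence polarization · System – HEK293T-derived human Csn5 enzyme · Controls – substrate-only high control, full reaction low control · Timing – 90 min, room temperature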
PABP1 MLLE inh = inhibitors of microRNA-mediated deadenylation, human PABP1 MLLE binding; actives 0.36% (n = 360,000); GST-MLLE / FITC-PAM2 fluorescence polarization; AID 588489; P11940; inhibition, % at 20 µM; in the data active means inhibition above about 35%, passing the limit was not always enough;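 further: plate controls were DMSO wells with GST-MLLE for no effect and wells lacking GST-MLLE protein for full effect; some results filed as inactive read as strong as hits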
LMPTP inh = LMPTP (human) inhibition; P24666; AID 651560; inhibition, % at 20 µM; recombinant LMPTP-A, OMFP fluorogenic substrate, fluorescence intensity; actives 0.22% (n = 360,000);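 active means compounds that cut the enzyme signal by at least half of the control window in the single-dose screen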;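 further: plate controls were DMSO wells with enzyme plus substrate for no effect and substrate without enzyme for full effect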
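Assay system: LMPTP-A, protein tyrosine phosphatase of low molecular weight / Medium: pH 6.0 Bis-Tris buffer with DTT and Triton X-100 / Schedule: 50 min enzyme reaction at room temperature, protected from light / Measured by: endpoint fluorescence intensity from OMFP dephosphorylation / Read-out basis: % inhibition relative to no-enzyme and uninhibited control wells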
NadD block = inhibitors of Staphylococcus aureus NadD. purified NadD enzyme, colorimetric absorbance read-out. inhibition, % at 20 µM. actives 0.78% (n = 360,000). AID 602399; in the data active means inhibition above about 26%; further: some compounds past the cut are filed as inactive
DNMT1 block = DNMT1 (human) enzyme inhibition; DNMT1 molecular beacon, Hinp1I cleavage, fluorescence; inhibition (reported as % activation of signal), % at 10 µM; actives 0.83% (n = 360,000); P26358; in the data active means inhibition above about 50%
Scp1 inh = Scp-1 (human) phosphatase inhibition | Q9GZU7 | actives 0.88% (n = 340,000) | AID 493091 | inhibition, % at 20 µM | Recombinant Scp1, phosphopeptide, malachite green phosphate absorbance;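 active means inhibition above about 50% at 20 µM, limit read from the data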;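 further: plate controls were DMSO wells with enzyme for no effect and wells lacking enzyme for full effect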
Target sequence (Q9GZU7 76-261 limits assumed): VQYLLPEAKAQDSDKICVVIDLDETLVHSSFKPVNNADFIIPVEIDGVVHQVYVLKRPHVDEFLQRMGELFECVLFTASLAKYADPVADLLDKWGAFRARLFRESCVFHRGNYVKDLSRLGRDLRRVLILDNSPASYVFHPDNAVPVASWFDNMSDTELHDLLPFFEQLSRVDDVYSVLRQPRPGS
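System: SCP-1 catalytic domain; Reagent: Phospho 17-mer peptide substrate; Doses: one concentration, 20 µM, with 1.0% DMSO; Incubation: 45 min room-temperature reaction, 5 min colour, 30 min stabiliser; Signal: Phosphate-binding colour reagent, absorbance read at 630 nm.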
STEP block = blocks human striatal-enriched tyrosine phosphatase | actives 0.25% (n = 360,000) | AID 588621 | inhibition, % at 20 µM | recombinant STEP, OMFP fluorogenic substrate, fluorescence | P54829;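 active means inhibition at 20 µM, scaled per plate between control wells, above about 37%, limit read from the data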;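 further: 0% = DMSO with enzyme and substrate and 100% = substrate only without enzyme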
Target sequence (P54829 whole entry, looked up): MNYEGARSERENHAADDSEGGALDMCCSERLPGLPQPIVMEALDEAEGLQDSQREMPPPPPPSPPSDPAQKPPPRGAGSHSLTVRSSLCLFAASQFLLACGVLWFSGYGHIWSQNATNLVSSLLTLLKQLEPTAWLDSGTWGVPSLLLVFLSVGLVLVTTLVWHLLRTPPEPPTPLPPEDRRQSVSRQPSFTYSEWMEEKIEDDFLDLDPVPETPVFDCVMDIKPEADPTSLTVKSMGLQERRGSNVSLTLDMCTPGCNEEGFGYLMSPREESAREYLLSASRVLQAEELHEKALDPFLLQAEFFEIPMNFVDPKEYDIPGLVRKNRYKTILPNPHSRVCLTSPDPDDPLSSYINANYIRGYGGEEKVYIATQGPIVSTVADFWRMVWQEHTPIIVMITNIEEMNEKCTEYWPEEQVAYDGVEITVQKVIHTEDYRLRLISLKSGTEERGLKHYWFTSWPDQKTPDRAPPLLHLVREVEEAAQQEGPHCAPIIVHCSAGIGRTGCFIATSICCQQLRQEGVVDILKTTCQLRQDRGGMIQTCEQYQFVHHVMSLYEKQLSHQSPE
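Measure: Control-normalized % inhibition with plate pattern correction | Test system: STEP phosphatase, cell-free reaction | Medium: pH 6.0 Bis-Tris with DTT and Tween 20 | Technique: Fluorescence, 480/540 nm | Times: Reaction 20 min, ambient temperature | Doses: Single compound dose of 20 µM, 1% DMSO final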
SUMO1 PPI mod = modulators of human SUMO1-mediated protein-protein interactions | AID 602429 | actives 0.33% (n = 360,000) | inhibition, % at 20 µM | P63165 | SUMO1 binding to a labelled peptide, TR-FRET, 1 h; in the data active means inhibition above about 37%
TbMetRS inhib = blocks T. brucei methionyl-tRNA synthetase activity; purified T. brucei MetRS, ATP depletion, Kinase-Glo luminescence; inhibition, % at 11.9 µM; actives 0.4% (n = 360,000); AID 624268;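 active means inhibition above a per-plate cutoff of the control wells' mean inhibition plus 3 SD, cut at about 5.5% in these data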;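 further: 0% = DMSO wells median and 100% = median of wells with control inhibitor compound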
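Material: T. brucei methionyl-tRNA synthetase, purified; reagent: substrates ATP, L-methionine and bulk Escherichia coli tRNA; dosing: 11.9 µM single point; timing: 15 min plus 2 h at 25 °C; detection: luminescence of leftover ATP; evaluation: % inhibition; control set: DMSO-only wells as low control; replicates: singlicate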
An asterisk follows results filed as active; i = inactive; . = not tested or not shown.

SMILES	Rpn11 block	CSN inh	PABP1 MLLE inh	LMPTP inh	NadD block	DNMT1 block	Scp1 inh	STEP block	SUMO1 PPI mod	TbMetRS inhib
O=C(NC(c1ccc(-c2ccccc2)cc1)c1cnccn1)C1CCN(Cc2ccc(Oc3ccccc3)cc2)CC1 (stereo not drawn)	i	1	3	5.9	-1	-17	.	2	-4	0.3
CN(C)c1ccc(NC(=O)c2cccc(N3C(=O)CCC3=O)c2)cc1	i	-5	-2	-0.7	5	-7	-5	0	3	-0.1
COc1ccc(CCNC(=O)c2ccc(SC)cc2OC)cc1	i	1	3	0.9	-7	-1	-7	1	2	0.1
CN(C)c1nc(Oc2ccc(OCCOc3ccccc3)nn2)nc(N(C)C)n1	i	1	9	-0.1	3	1	11	-2	0	-0.3
N=C1c2ccccc2CN1c1ccc(S(=O)(=O)N2CCCCC2)cc1	i	3	-23	-1.1	-5	-4	-1	-3	1	-0.8
Cc1ccc(NC(=O)C(CC(C)C)NC(N)=O)cc1 (stereo not drawn)	i	-1	-15	-1.2	-1	0	-5	-2	3	-0.1
COc1cccc(-c2nc(-c3cccc(C)c3)nc3cc(Cl)ccc23)c1	.	-3	.	3.1	-4	.	.	.	-6	-0.3
Cc1ccc(C(=O)N2N=C(c3ccc(Br)cc3)CC2c2ccccc2O)cc1 (stereo not drawn)	i	2	-10	3.4	18	16	-12	-1	4	0.0
CCC1CCCCN1C(=O)c1ccc2nc(Cc3ccc(OC)cc3)oc2c1 (stereo not drawn)	i	4	1	-0.3	-1	0	-7	1	7	-0.3
COC(=O)c1ccc(C23CC4(C2)[C@H](CN(C)[C@@H]4c2ccccc2)C3c2ccc(Cl)nc2)cc1 (stereo partly drawn)	i	-1	0	-1.5	-9	-6	-1	2	-4	-0.3
CCC(C(=O)Nc1ccc([N+](=O)[O-])cn1)c1ccccc1 (stereo not drawn)	i	0	-6	-1.5	-4	0	-1	-2	-26	-1.1
Cc1ccc(NC(=O)COc2ncnc3sccc23)cc1S(=O)(=O)N(C)C	i	7	-32	1.2	9	-5	-1	0	0	-0.5
CCNC(=S)N(CCc1ccc(OC)c(OC)c1)Cc1cc2cc(OC)ccc2[nH]c1=O	i	-6	-141	0.3	4	0	1	0	3	0.8
COc1ccc(-c2nn(C)c(=O)[nH]2)cc1	i	3	4	0.6	-2	1	-11	3	-1	0.1
CC(C)Nc1nc(NC(C)(C)C)nc(Oc2ccc(=O)n(-c3ccccc3)n2)n1	i	0	2	1.8	-2	-1	0	3	-9	-0.6
C=CCOC(Cn1ccnc1)c1ccc(Cl)cc1Cl (stereo not drawn)	i	-3	14	-0.8	-5	-2	-8	1	0	-0.5
COc1ccc(CN2CCNC(=O)C2CC(=O)N(C)CC2CCOCC2)cc1OC (stereo not drawn)	i	1	-13	-1.1	-3	0	-13	-2	6	-0.3
Cc1ccc2c(c1)N(CCC(=O)NC1CC1)C(=O)C(C)O2 (stereo not drawn)	i	3	0	-0.8	-5	1	-8	-3	3	-0.6
CCOc1cc(NC(=O)C2CC2)c(OCC)cc1NC(=O)c1ccccc1OCC	i	2	0	3.6	-6	0	-13	2	6	-0.3
CC(C)(C)c1ccc2c(c1)N(CC(=O)O)C(=O)CO2	i	8	-10	-1.7	0	1	-6	-4	4	1.3
NC(=N\N=Cc1ccccc1)/C(N)=N/N=Cc1ccccc1	i	2	-4	-2.0	-1	5	5	-2	-2	-0.3
O=c1[nH]c(/C=C\c2ccc(O)c(O)c2)nc(O)c1[N+](=O)[O-]	i	1	8	-1.1	2	14	23	5	3	1.9
COc1ccc(-c2ccc3c(c2)C2CC3CCN2Cc2ccc(OC(F)(F)F)cc2)cc1 (stereo not drawn)	i	2	0	3.7	-4	1	4	0	3	-1.0
O=C(NCc1ccc(OC(F)(F)F)cc1)C1CC(c2ccccc2[N+](=O)[O-])=NO1 (stereo not drawn)	i	1	-5	0.0	-11	10	-6	-1	-11	0.5
CC(=O)c1cccc(CN2CCN(Cc3ccc(C)cc3)C(CCO)C2)c1 (stereo not drawn)	i	-5	-13	0.0	-3	2	-10	-1	-3	0.7

4 entries picked at random from those above, as already listed:
SMILES	Rpn11 block	CSN inh	PABP1 MLLE inh	LMPTP inh	NadD block	DNMT1 block	Scp1 inh	STEP block	SUMO1 PPI mod	TbMetRS inhib
Cc1ccc(NC(=O)C(CC(C)C)NC(N)=O)cc1 (stereo not drawn)	i	-1	-15	-1.2	-1	0	-5	-2	3	-0.1
Cc1ccc(C(=O)N2N=C(c3ccc(Br)cc3)CC2c2ccccc2O)cc1 (stereo not drawn)	i	2	-10	3.4	18	16	-12	-1	4	0.0
CN(C)c1ccc(NC(=O)c2cccc(N3C(=O)CCC3=O)c2)cc1	i	-5	-2	-0.7	5	-7	-5	0	3	-0.1
CCNC(=S)N(CCc1ccc(OC)c(OC)c1)Cc1cc2cc(OC)ccc2[nH]c1=O	i	-6	-141	0.3	4	0	1	0	3	0.8

More records:
SMILES	Rpn11 block	CSN inh	PABP1 MLLE inh	LMPTP inh	NadD block	DNMT1 block	Scp1 inh	STEP block	SUMO1 PPI mod	TbMetRS inhib
CN1CC(c2ccccc2Cl)C2(COc3ccccc3C2=O)C12C(=O)Nc1ccccc12 (stereo not drawn)	i	2	9	2.5	5	-8	-5	2	-4	-0.5
CCN(CC(=O)Nc1ccc(OC)c(Cl)c1)CC(=O)NC(C)C	i	2	-7	0.3	1	-5	-2	-3	4	-0.3
O=c1[nH]nnc2c1ncn2C1OC(CO)C(O)C1O (stereo not drawn)	i	3	-4	0.4	1	-1	.	1	5	-0.2
Cc1ccccc1N1CC(=O)Nc2c(oc3nc(-c4ccccc4)cc(C)c23)C1=O	i	10	2	-1.8	5	3	-15	-2	-9	-0.6
Cc1ccc(C(C(=O)NC2CCCC2)N(C(=O)c2csnn2)C2CC2)cc1 (stereo not drawn)	i	-2	13	-1.5	-2	0	6	-2	-1	-0.1
NS(=O)(=O)c1ccc(NC(=S)NCc2ccc(F)cc2)cc1	i	5	16	1.2	-6	4	-7	10	-1	-0.1
CCN1CCN(S(=O)(=O)c2ccc(Cl)c(C(=O)Nc3ccccc3N3CCOCC3)c2)CC1	i	-3	-114	-1.6	3	-1	36	2	-2	-0.4
Cc1ccc(N(C(=O)c2ccc(S(=O)(=O)N3CCCC3)cc2)C2C=CS(=O)(=O)C2)cc1 (stereo not drawn)	i	1	-8	-1.0	-12	1	-9	1	5	0.0
Cc1ccc(OCC(=O)N(C)CC(=O)Nc2ccc(F)cc2)c([N+](=O)[O-])n1	i	3	1	-0.1	2	2	-2	-2	-15	-0.3
COc1ccc(C(=O)Nc2nc3ccccc3[nH]2)cc1S(=O)(=O)N1CCCC1	i	0	-6	-0.7	6	-2	1	0	8	-0.6
CCCCC(c1nnnn1Cc1ccco1)N1CCN(c2nc3ccccc3s2)CC1 (stereo not drawn)	i	7	9	2.9	7	0	16	1	1	-0.3
FC(F)(F)c1ccc(CSc2ccccn2)cc1	i	0	10	1.9	2	-5	-1	-2	4	-0.7
Cc1onc(C(N)=O)c1C(=O)Nc1ncc(C(F)(F)F)cc1Cl	i	-10	0	0.3	-4	1	-7	6	-3	0.1
COc1cccc(NC(=O)C2CCCC2)c1	i	4	-2	-0.9	-3	3	-8	1	-3	-0.2
CN(CC(=O)NC1CCCCCCC1)S(=O)(=O)c1cnc[nH]1	i	3	1	-0.8	0	3	0	3	1	-0.9
CN1C(=O)N(S(=O)(=O)c2ccc(F)c(F)c2F)C(=O)C1(C)C	i	-1	13	-1.5	-4	3	-5	3	1	-0.8
O=C(c1ccc(F)cc1)n1c(=S)nc2ccccn21	i	0	39*	5.7	-3	1	28	20	-6	-0.2
O=C(NCc1cccc(Cl)c1)c1ccc(N2CC3CC(C2)c2cccc(=O)n2C3)c(NC(=O)c2cccnc2)c1 (stereo not drawn)	i	4	-13	-0.1	5	2	-3	0	0	1.2
O=S(=O)(c1ccccc1)N1CCC(n2cnc3ccccc32)CC1	i	6	-1	4.7	-7	2	-3	-1	4	-0.5
FC(F)(F)c1ccccc1-c1ccc2nncn2c1	i	6	-7	-0.9	0	-1	.	-2	2	-0.1
CCC1CCCCN1C(=O)Nc1cc(Cl)ccc1OC (stereo not drawn)	i	1	1	0.8	-4	0	-4	-2	0	-0.8
O=[N+]([O-])c1ccc(C(O)CN=Cc2ccc(O)cc2O)cc1 (stereo not drawn)	i	2	0	0.7	18	-15	-10	-1	-13	-0.4
CC(=O)Nc1ccc(S(=O)(=O)Nc2nc(-c3ccc(C(C)(C)C)cc3)cs2)cc1	i	-7	19	1.8	14	1	-2	0	-4	-0.8
O=C1CN(C(=O)/C=C/c2ccc(Cl)cc2)c2ccccc2N1	i	3	5	0.9	-2	-1	-1	-2	-9	0.8
CCC(Sc1nc(N)c(NC(=O)c2ccc(OC)c(OC)c2)c(=O)[nH]1)C(=O)OC (stereo not drawn)	i	-4	22	-1.9	-1	-3	-12	0	1	-0.4

As entered above.
DNMT1 block, `Cc1ccc(N(C(=O)c2ccc(S(=O)(=O)N3CCCC3)cc2)C2C=CS(=O)(=O)C2)cc1` (stereo not drawn) reads 1
TbMetRS inhib, `CN1CC(c2ccccc2Cl)C2(COc3ccccc3C2=O)C12C(=O)Nc1ccccc12` (stereo not drawn) reads -0.5
PABP1 MLLE inh, `COc1cccc(NC(=O)C2CCCC2)c1` reads -2

Other compounds follow.
SMILES	Rpn11 block	CSN inh	PABP1 MLLE inh	LMPTP inh	NadD block	DNMT1 block	Scp1 inh	STEP block	SUMO1 PPI mod	TbMetRS inhib
O=C(CNS(=O)(=O)c1c(F)cccc1F)NC1CCCc2ccccc21 (stereo not drawn)	i	-1	6	-1.3	1	-1	-10	-2	-1	-0.2
CC(Oc1ccc(Br)cc1)C(=O)NCC(c1cccs1)N1CCOCC1 (stereo not drawn)	i	0	1	-6.3	-1	-2	-8	3	-12	-0.3
CN1C(=O)c2cccc3c(N)ccc(c23)C1=O	i	-73	i	-8.2	-5	69*	-4	-86	-109	-1.0
CCc1nc2sccc2c(=O)n1N	i	6	9	1.9	-1	8	3	2	2	-2.1
COc1ccc(S(=O)(=O)N2CCOCC2)cc1C(=O)N(C)Cc1ccco1	i	-2	12	-1.4	0	-1	-8	-1	-2	-0.2
CSc1nsc(SCCN2C(=O)c3ccccc3C2=O)n1	i	2	1	0.0	-7	1	-2	-4	-12	-2.2
O=C(CCCCC(=O)NC1CCCC1)NC1CCCC1	i	-3	8	-0.3	-1	0	-5	1	-2	-0.2
O=C(Nc1ccc(Cl)cc1)N1CCN(c2ccccc2)CC1	i	0	-1	0.1	-7	-6	-10	-1	1	0.3
